SRC1 inh: inhibitors of human steroid receptor coactivator 1 (SRC1) | HEK293 GAL4-SRC1 luciferase reporter, luminescence | inhibition, % at 3.6 µM | 360,000 compounds, 0.12% hits | AID 588354;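 active means inhibition above the campaign mean plus 3 SD, with each screening campaign given its own cutoff, cut at about 60% in these data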;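 further: 0% = DMSO treated cells and 100% = gossypol at 36 µM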
TWEAK-Fn14 inh: inhibitors of TWEAK-Fn14 interaction signaling; AID 1159606; 360,000 compounds, 2% hits; inhibition, % at 10 µM; TWEAK-stimulated Fn14 reporter cells, luciferase luminescence, 8 h; in the data active means inhibition above about 50%
SRC2 inh: human SRC2 (NCOA2) inhibition; HEK293 GAL4-SRC2 luciferase reporter, luminescence; 370,000 compounds, 0.17% hits; inhibition, % at 9 µM; Q15596;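 active means inhibition above the mean inhibition of all tested compounds plus 3 SD, set per campaign, cut at about 52% in these data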;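 further: 0% = DMSO treated cells and 100% = cells given Gossypol at 36 µM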
Target sequence (Q15596 whole entry, looked up, the tested form may be a part): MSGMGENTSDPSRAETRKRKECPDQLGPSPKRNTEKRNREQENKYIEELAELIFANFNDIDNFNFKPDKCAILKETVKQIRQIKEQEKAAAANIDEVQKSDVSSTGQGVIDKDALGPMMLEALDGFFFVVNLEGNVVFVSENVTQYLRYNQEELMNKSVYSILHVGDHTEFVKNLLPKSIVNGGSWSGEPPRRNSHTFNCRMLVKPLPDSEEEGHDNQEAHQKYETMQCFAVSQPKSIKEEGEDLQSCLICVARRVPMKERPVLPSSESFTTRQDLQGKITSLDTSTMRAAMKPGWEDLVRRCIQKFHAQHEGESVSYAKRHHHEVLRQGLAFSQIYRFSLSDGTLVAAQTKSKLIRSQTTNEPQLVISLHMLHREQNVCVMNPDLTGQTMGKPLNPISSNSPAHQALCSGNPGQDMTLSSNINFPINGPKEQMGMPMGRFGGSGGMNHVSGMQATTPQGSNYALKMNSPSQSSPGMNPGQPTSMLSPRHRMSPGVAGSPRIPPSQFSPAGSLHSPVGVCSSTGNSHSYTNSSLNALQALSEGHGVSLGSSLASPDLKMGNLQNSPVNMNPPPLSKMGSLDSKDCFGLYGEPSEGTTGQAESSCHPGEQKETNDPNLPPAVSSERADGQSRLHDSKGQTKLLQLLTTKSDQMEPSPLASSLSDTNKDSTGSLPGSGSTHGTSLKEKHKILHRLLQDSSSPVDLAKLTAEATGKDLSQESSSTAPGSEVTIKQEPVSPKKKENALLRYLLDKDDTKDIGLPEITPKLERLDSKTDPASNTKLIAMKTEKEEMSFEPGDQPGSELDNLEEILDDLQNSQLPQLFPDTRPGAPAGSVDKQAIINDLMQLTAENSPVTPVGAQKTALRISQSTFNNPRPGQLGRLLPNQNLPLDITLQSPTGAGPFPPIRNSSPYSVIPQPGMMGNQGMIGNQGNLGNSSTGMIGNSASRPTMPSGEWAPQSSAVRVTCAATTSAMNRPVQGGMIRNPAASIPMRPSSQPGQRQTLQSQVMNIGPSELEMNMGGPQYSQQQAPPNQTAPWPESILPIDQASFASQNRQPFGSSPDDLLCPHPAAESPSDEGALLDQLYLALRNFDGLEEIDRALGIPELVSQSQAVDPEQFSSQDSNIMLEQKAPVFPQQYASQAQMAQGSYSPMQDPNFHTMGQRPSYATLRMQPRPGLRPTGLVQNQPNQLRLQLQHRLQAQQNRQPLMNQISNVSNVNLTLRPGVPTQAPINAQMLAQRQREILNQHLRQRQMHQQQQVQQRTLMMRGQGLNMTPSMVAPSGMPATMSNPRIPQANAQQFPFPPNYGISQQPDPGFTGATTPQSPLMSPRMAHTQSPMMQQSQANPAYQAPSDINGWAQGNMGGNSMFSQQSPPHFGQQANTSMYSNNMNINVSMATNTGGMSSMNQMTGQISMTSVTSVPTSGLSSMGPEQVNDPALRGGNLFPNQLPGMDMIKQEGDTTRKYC
NR2F2 inh: blocks human COUP-TFII nuclear receptor; P24468; 370,000 compounds, 0.7% hits; HEK293T NGFI-A luciferase reporter, luminescence; inhibition, % at 8.6 µM; AID 686940;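 active means inhibition above a per-plate cutoff, mean inhibition of test wells between control levels plus 3 SD, cut at about 38% in these data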;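 further: cells cotransfected with COUP-TFII expression vector driving the NGFI-A reporter; 0% = median of COUP-TF2 test wells and 100% = reporter-only cells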
KKLEB tox: reduces viability of KKLEB cystic fibrosis airway cells; KKLEB CF airway cells viability, ATPlite luminescence, overnight; stronger effect = lower value; cells stimulated with P. aeruginosa culture filtrate; activity change (cytotoxicity), % at 5 µM; 360,000 compounds, 0.36% hits; AID 602141;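 active means corrected activity change at or below -50% at 5 µM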
CF NFkB inh: cystic fibrosis NF-kB activation inhibition; inhibition, % at 5 µM; KKLEB NF-kB-GFP reporter, PAF-induced, GFP fluorescence overnight; 360,000 compounds, 0.86% hits;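 active means at least 50% inhibition at 5 µM, scaled per plate between neutral and stimulator controls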;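 further: PAF is a Pseudomonas aeruginosa culture filtrate used as stimulus; plate controls were PAF-stimulated DMSO wells for no effect and unstimulated DMSO wells for full effect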
TROY NFkB inh: blocks TROY-dependent signaling in reporter cells | 360,000 compounds, 0.98% hits | Q293 LMP1-TROYcd NF-kB luciferase reporter, 4 h | inhibition, % at 10 µM;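 active means compounds whose plate-normalised and pattern-corrected inhibition of the luciferase reporter signal at the single screening dose is 50% or more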
LMP1 NFkB inh: inhibitors of Epstein-Barr LMP1-induced NF-kappaB reporter | LMP1-induced NF-kappaB luciferase reporter cells, luminescence | inhibition, % at 12.5 µM | 350,000 compounds, 0.69% hits; in the data active means inhibition above about 41%;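 further: 0% = neutral control wells and 100% = reference inhibitor control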
TRAIL sens C8: sensitizes caspase-8 expressing cells to TRAIL | NB7+C8 cells + TRAIL, ATPlite viability luminescence | inhibition (viability loss, TRAIL sensitization), % at 10 µM | 360,000 compounds, 1% hits;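 active means compounds causing at least 50% loss of cell viability in the single-dose screen, relative to plate controls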
LRH-1 inv ag: NR5A2 inverse agonism in reporter assay; inhibition, % at 3.6 µM; O00482; HEK293T StAR-luciferase reporter, LRH-1 transfected, 24 h; 360,000 compounds, 0.13% hits;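 active means inhibition above the mean inhibition of all tested compounds plus 3 SD, cut at about 73% in these data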;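 further: 0% = DMSO wells and 100% = reporter-only cells lacking LRH-1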
SRC3 inh: human NCOA3 inhibition. Q9Y6Q9. inhibition, % at 3.6 µM. HEK293 GAL4-SRC3 luciferase reporter, luminescence. AID 588352. 360,000 compounds, 0.17% hits;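 active means inhibition above a per-campaign cutoff, the mean of all compounds plus 3 SD, cut at about 60% in these data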;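 further: 0% = DMSO-treated cells and 100% = gossypol-treated cells at 36 µM; higher means less SRC3-driven luciferase light from the GAL4 reporter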
An asterisk follows results filed as active; nt = no result given. The order is random, and some 4.2% of all compounds hit somewhere here.

SMILES	SRC1 inh	TWEAK-Fn14 inh	SRC2 inh	NR2F2 inh	KKLEB tox	CF NFkB inh	TROY NFkB inh	LMP1 NFkB inh	TRAIL sens C8	LRH-1 inv ag	SRC3 inh
Cc1ccccc1C(=O)NC(C)c1ccc2c(c1)CCCC2 (stereo not drawn)	-2	0	10	1	-4	12	4	6	-4	9	-9
Cc1ccccc1OCc1nnc(SCC(=O)NCc2ccco2)n1C	-1	-2	-28	2	-5	2	-19	4	0	11	-11
CSc1ccccc1NC(=O)c1cc(C)on1	-8	4	-1	-15	8	9	-8	1	-14	-10	-10
O=C(OCc1cn([C@@H]2CN(C(=O)C3CCCCC3)[C@@H](c3ccccc3)C[C@H]2O)nn1)c1ccccc1	-5	6	-16	-6	2	-1	-8	-8	-17	-5	-18
CCCC(=O)N1CCCC(c2cc(C(=O)Nc3ccccc3)no2)C1 (stereo not drawn)	28	95*	22	44*	-1	4	83*	nt	52*	29	30
CC1C(=O)CC(c2ccccc2)N(C)C1c1ccccc1 (stereo not drawn)	13	-4	-1	9	-1	-40	-1	2	0	19	21
CC(C)(C)N(Cc1ccccc1)C(=O)c1ccc(Br)o1	-26	8	5	13	0	15	-11	-9	-3	-6	-5
COc1ccccc1CC(=O)NNC(=O)c1ccc(C(C)(C)C)cc1	-13	-7	-18	-25	-2	0	-7	1	13	-16	-1
C/C(=N\Nc1ccc(F)cc1F)c1ccccc1O	-10	-12	-27	-18	1	-55	-12	0	5	-6	-4
Cc1sc(NC(=O)COc2ccccc2)c(C#N)c1-c1ccccc1	-16	-16	-32	-18	9	10	7	-16	0	-16	-7
O=c1cc(CN2CCc3ccccc32)nc2sccn12	-1	-15	1	-15	-2	3	-16	-1	3	14	11
Cc1cccc(N(C(=O)Nc2ccccc2)C2=NCC(C)S2)c1 (stereo not drawn)	-5	-22	-39	-2	-19	0	-21	-6	3	-14	-2
CN(C)c1nc(Oc2ccc(=O)[nH]n2)nc(N2CCCCC2)n1	5	-2	-27	-4	1	-15	-12	-19	4	-16	-6
COc1ccc2c(c1)CCO[C@]21O[C@H](CCO)C[C@H](O)[C@H]1O	2	10	-5	-6	-4	14	0	4	6	17	-8
Cc1c(C(=O)NCCSCc2cccc(C(F)(F)F)c2)cnn1-c1ccc(F)cc1	-41	16	10	5	4	2	17	-4	14	0	14
COc1cccc(Oc2ccc3nnc(C(F)(F)F)n3n2)c1	6	-17	-22	6	-4	-12	-10	4	19	0	13
C=CCNc1nc(-c2cc3ccccc3o2)cs1	-137	-17	-52	-26	3	-6	-36	2	50	-249	-164
CCOc1ccccc1Nc1nc(-c2sc(C)nc2C)cs1	-18	-6	-22	-26	-7	6	-49	-15	7	-14	-18
CCOC(=O)Cc1csc(NC(=O)C(C)Oc2ccc3c(C)cc(=O)oc3c2)n1 (stereo not drawn)	-1	4	-16	-4	8	12	5	6	4	12	16
CCn1c(SCC(=O)NC2CC2)nnc1-c1csc(C)c1	-18	1	2	6	25	-2	-7	5	-18	19	-12
C/C(=N\NC(=O)c1nnn(-c2nonc2N)c1-c1ccc2c(c1)OCO2)c1ccc(C)cc1	-36	-28	2	14	11	8	1	5	-8	-8	-15
COc1ccc(C(=O)NNC(=O)COc2ccc(Cl)cc2C)cc1S(=O)(=O)N1CCOCC1	-10	-8	-11	10	-6	-11	-7	-10	-4	1	2
CCOC(=O)c1cn(C2CC2)c2c(F)c(F)c(F)cc2c1=O	-28	2	10	-10	3	-4	-11	0	-5	-2	2
COC(=O)c1ccc(CC2(C)C(=O)Nc3ccc(-c4cccc(C(F)(F)F)c4)cc32)o1 (stereo not drawn)	-5	-10	-6	-2	-5	19	-2	nt	-11	10	0
CCOC(=O)N1CCN(S(=O)(=O)c2ccc(C(=O)Nc3sc4c(c3C#N)CCC4)cc2)CC1	-7	-1	17	-15	-18	13	-1	-1	7	2	-8
CCN(C1CCCCC1)S(=O)(=O)CCNC(=O)c1ccc(OC)cc1	-19	2	-14	10	1	-20	15	3	-17	5	3
Cc1ccccc1NC(=S)N/N=C/c1ccc(O)cc1O	-58	-26	-114	-41	-15	-14	21	-23	32	-54	-53
Cc1ccc(-c2ccc(/C=N\NC(=O)C3C(=O)NCC3c3ccccc3)o2)cc1Cl (stereo not drawn)	2	30	13	-6	4	-2	26	8	2	-14	6
O=C(Cn1ncc2c3ccccc3n(Cc3ccccc3)c2c1=O)NCCCN1CCCC1	2	-15	-2	-3	-22	25	-22	0	-1	14	-10
CCOC(=O)C1C(CC)NC(=S)NC1(C)O (stereo not drawn)	18	12	-33	-4	7	-4	-12	2	-8	12	18
CCOc1ccccc1C(=O)NCCCCCC(=O)O	-7	-8	12	1	-16	-3	-21	-11	6	-3	6
Cc1ccc(OC(=O)C2CCN(C(=O)c3ccccc3C)CC2)c(Br)c1	-4	3	23	4	-1	-7	15	5	10	-10	4
O=C(c1ccccc1Oc1ccccc1)N1CCN(c2ccc(F)cc2)CC1	3	8	nt	nt	-10	3	-2	8	-1	-5	2
CCOc1cc([N+](=O)[O-])c2nc(N)sc2c1	-14	-33	-34	-13	-16	7	-13	6	1	12	-9
COc1ccc(-c2csc(N3CCC(C(N)=O)(N4CCCCC4)CC3)n2)cc1	-30	11	8	-15	1	7	-9	-4	0	-19	9
O=C(CCc1ccccn1)N1CCCC(Nc2ccc(F)cc2)C1 (stereo not drawn)	15	-3	17	0	-18	-9	1	-7	-7	-17	-5

4 of the entries above in order of their number in SRC3 inh, ascending:
Structure,SRC3 inh
CCOC(=O)N1CCN(S(=O)(=O)c2ccc(C(=O)Nc3sc4c(c3C#N)CCC4)cc2)CC1,-8
Cc1ccc(OC(=O)C2CCN(C(=O)c3ccccc3C)CC2)c(Br)c1,4
Cc1ccc(-c2ccc(/C=N\NC(=O)C3C(=O)NCC3c3ccccc3)o2)cc1Cl (stereo not drawn),6
CCOC(=O)C1C(CC)NC(=S)NC1(C)O (stereo not drawn),18

More compounds follow.
SMILES	SRC1 inh	TWEAK-Fn14 inh	SRC2 inh	NR2F2 inh	KKLEB tox	CF NFkB inh	TROY NFkB inh	LMP1 NFkB inh	TRAIL sens C8	LRH-1 inv ag	SRC3 inh
CN(c1ccc(C(=O)NCc2cccnc2)cc1)S(C)(=O)=O	4	7	1	-3	3	-4	-4	-11	-10	-9	10
COC(=O)c1c(NC(NC(=O)c2ccccc2)(C(F)(F)F)C(F)(F)F)sc2c1CCN(C)C2	-2	-9	8	13	10	8	-8	-9	2	4	12
OCC1(Cc2ccccc2)CCN(Cc2cc3ccccc3o2)CC1	-9	4	1	11	-10	6	17	11	5	-11	31
Cc1cccc(-n2c(C)cc(/C=N/NC(=O)c3ccc(CN4CCOCC4)cc3)c2C)c1	-8	10	nt	nt	8	-4	-6	-5	-13	8	-21
NC(=O)c1nsc(C(=O)N(Cc2ccccc2Cl)C(C(=O)NCC2CCCO2)c2ccc(O)cc2)c1N (stereo not drawn)	-8	17	-5	7	-6	13	3	-3	14	12	-4
Cc1ccc(S(=O)(=O)N2CCCCC2)cc1NC(=O)COC(=O)Cc1c(F)cccc1Cl	1	-12	-36	-16	-3	2	10	-7	-12	10	3
CC(C)(C)c1nc(N2CCN(C(=O)c3ccco3)CC2)c2nnn(Cc3ccccc3)c2n1	-17	19	17	6	-19	36	36	-11	8	-4	2
COc1ccc(Cc2nc3ccc(C(=O)N(C)Cc4cc(C)[nH]n4)cc3o2)cc1OC	0	10	-9	-6	-3	17	0	15	-16	0	9
O=C(Cn1nnc2ccccc21)OCc1ccccc1	-7	19	5	-37	-7	-4	-42	-7	-3	8	18
O=C(NCC(c1ccco1)N1CCc2ccccc2C1)C(=O)Nc1ccccc1F (stereo not drawn)	-5	2	-7	-2	3	0	-27	11	13	5	-1
CC1Cc2ccccc2N1C(=O)CN1C(=O)NC(C)(c2ccc3c(c2)OCCO3)C1=O (stereo not drawn)	-14	-5	4	3	-4	7	4	-7	-2	-11	3
CC(C)c1ccc(NC(=S)N2CCCC2)cc1	-68	-3	-53	-7	3	7	-26	-10	-9	-169	-69
COCCNC(=O)C1CCN(Cc2cccc(OCc3ccccc3)c2)CC1	-1	1	-1	-1	0	3	-8	-12	0	-2	-14
O=C(NC1CCOc2ccccc21)c1ccccn1 (stereo not drawn)	10	-1	0	-16	3	-26	10	-5	8	16	-13
Cc1ccc(CNC(=O)c2ccc([N+](=O)[O-])o2)cc1	3	24	19	4	14	-9	7	-33	11	57	23
COc1ccc(C(=O)Nc2cc(C)nn2-c2ccc(C)cc2)cc1	17	26	4	-4	-9	-11	6	11	0	17	2
C[C@@H](c1ccccc1)N1C[C@H](COCc2ccccc2)Oc2cc(N3CCC[C@H]3C(N)=O)ccc2S1(=O)=O	nt	3	5	2	nt	nt	-5	nt	-15	-5	nt
COc1c(C)cccc1C(=O)Nc1ccc(OCC(=O)N2CCOCC2)cc1C	-11	-9	-6	1	-5	15	6	4	5	8	-10
COC(=O)c1ccc(-c2nc(O)c(C)s2)cc1	-14	6	-15	0	6	-12	3	3	-3	6	-4
O=C(CCCNc1ccccc1)N/N=C/c1cccs1	4	-18	-47	-19	8	15	-29	-13	-1	1	-12
COc1cc(/C=N/NC(=O)COc2ccccc2[N+](=O)[O-])ccc1OC(=O)c1ccco1	-2	-43	1	-6	14	-5	1	-3	5	-12	6
Cc1ccc(-n2c(=O)[nH]cc(C(=O)Nc3ccc4c(c3)OCCO4)c2=O)cc1	-5	2	-9	-2	1	-10	0	-5	-10	2	-4
O=C(COc1ncnc2ccccc12)Nc1cc([N+](=O)[O-])ccc1Cl	-38	0	-6	-22	-4	-2	8	0	7	15	5
CCO[C@H]1OC(C(=O)NC2CC2)=C[C@@H](c2ccccc2)[C@@H]1CCCO	6	-3	-32	3	3	10	-7	-3	12	6	-20
O=C1SC(SCc2ccccc2)=N/C1=C\c1ccc(C(=O)O)cc1	7	1	8	8	-9	12	1	-4	-5	4	15
O=C(Nc1cccc(F)c1)c1cccnc1NCCc1ccccc1	0	5	-14	10	-14	4	15	-4	-4	6	9
COc1cc(-c2ccc(NC(C)=O)c(OC)c2)ccc1NC(C)=O	4	0	-25	-4	6	2	-6	-6	3	11	13
Cc1ccccc1/C=C/c1nc2ccccc2c(=O)[nH]1	-106	12	-51	-44	-11	1	-26	-12	54*	-124	-62
Cc1cccc(-c2n[nH]c(=S)n2C)c1	5	-4	6	8	9	2	-5	-4	7	3	13
CC(C)OCCCNC(=O)c1ccc(CN2CCc3ccccc3C2)cc1	3	-2	24	35	4	-7	16	-8	-1	11	4
COCCOC(=O)c1nccnc1C(=O)Nc1ccc(S(=O)(=O)N2CCOCC2)cc1	-7	6	-14	13	22	-9	-9	6	-6	-3	12
O=C(COC(=O)c1ccc(Br)o1)Nc1ccc(Br)cc1	15	-1	-4	-14	-7	18	0	-2	-8	11	-8
COCCn1nnnc1C(c1cc2ccc(OC)cc2[nH]c1=O)N1CCN(C2CCCCC2)CC1 (stereo not drawn)	-2	11	-13	0	8	0	5	-46	2	-24	-17
